# High-throughput results (PubChem BioAssay)
# TRHR ag = activates the human TRH receptor; TRHR cells, calcium flux fluo-8, FDSS agonist mode; activation, % at 2 µM; 360,000 compounds, 0.18% hits; AID 493084; in the data active = activation above about 30%; note: 0% is about no effect
#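 Fluo-8-loaded TRHR cells; 10 s baseline, compound added, kinetic Ca2+ fluorescence read 1/s, agonist mode.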
# D2 antagonist = antagonists of human D2 dopamine receptor | P14416 | HEK293 TREx D2 cells, calcium flux, dopamine EC80 | inhibition, % at 10 µM | 340,000 compounds, 2% hits; in the data active = inhibition above about 30%; note: 0% is about no effect
#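 Calcium flux kinetic readout in an inducible HEK293 TREx D2 line plated overnight at 30 C. After 180 s compound exposure, an EC80 dopamine challenge follows with another 180 s kinetic read to detect antagonism.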
# USP1 inh = blocks the human USP1/UAF1 deubiquitinase complex; recombinant USP1/UAF1, Ub-Rhodamine cleavage fluorescence; Potency, µM (top dose mostly 57.1 µM), for inactives: at the highest dose activity change, negative = inhibition, hits mostly inhibitors; 390,000 compounds, 0.23% hits; AID 743255; note: potency is the fitted concentration of half-maximal effect; % is set by controls: 0 for no effect and ±100 for the full control effect; nearly all actives have a fitted effect of over 60% in size; inactives centre near -12
# Target sequence (O94782 whole entry, looked up): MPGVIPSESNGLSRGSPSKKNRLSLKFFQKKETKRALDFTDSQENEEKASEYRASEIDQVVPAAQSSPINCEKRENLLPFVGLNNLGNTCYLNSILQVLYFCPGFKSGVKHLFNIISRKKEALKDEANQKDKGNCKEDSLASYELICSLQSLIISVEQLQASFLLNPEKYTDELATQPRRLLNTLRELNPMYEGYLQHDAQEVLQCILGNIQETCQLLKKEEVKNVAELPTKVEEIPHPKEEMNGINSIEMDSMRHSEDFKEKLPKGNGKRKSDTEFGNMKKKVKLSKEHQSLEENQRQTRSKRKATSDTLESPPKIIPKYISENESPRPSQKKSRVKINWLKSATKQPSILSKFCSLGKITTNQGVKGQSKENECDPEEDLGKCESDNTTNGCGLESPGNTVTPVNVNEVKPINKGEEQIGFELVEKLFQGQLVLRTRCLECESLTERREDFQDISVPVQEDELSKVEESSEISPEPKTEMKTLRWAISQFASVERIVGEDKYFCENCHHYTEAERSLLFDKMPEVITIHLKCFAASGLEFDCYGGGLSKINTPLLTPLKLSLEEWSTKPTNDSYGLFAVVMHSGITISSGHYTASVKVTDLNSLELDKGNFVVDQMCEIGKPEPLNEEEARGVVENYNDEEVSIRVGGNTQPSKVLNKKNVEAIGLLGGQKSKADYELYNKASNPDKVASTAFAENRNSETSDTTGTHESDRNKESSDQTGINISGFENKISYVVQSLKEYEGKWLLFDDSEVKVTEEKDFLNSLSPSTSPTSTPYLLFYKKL
#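 In this screen, compounds sit with the deubiquitinase complex (1nM) for 15 min at room temperature before Ub-Rho is added at 150nM final. Fluorescence rise is then followed for 6 reads every 60 seconds.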
# TRHR enhancer = allosterically enhances the human TRH receptor | TRHR cells, fluo-8 calcium fluorescence, EC20 TRH enhancement | enhancement, % at 2 µM | 360,000 compounds, 0.66% hits | AID 493056; in the data active = enhancement above about 30%; note: 0% is about no effect
#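 TRHR-expressing cells loaded with fluo-8 calcium dye were read kinetically (ex 480/em 530) during compound addition, then stimulated with an EC20 of TRH (10 nM final). Enhancement of the Gq-mediated intracellular calcium response was scored.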
# TrxR1 substrate = is turned over as a substrate by rat TrxR1; Potency, µM (doses to about 114 µM), for the others: at the top dose activity change, negative = substrate turnover; purified TrxR1 substrate turnover, NADPH consumption readout; 390,000 compounds, 0.01% hits; AID 588456; note: potency is the fitted concentration of half-maximal effect; % is set by controls: 0 for no effect and ±100 for the full control effect; nearly all actives have a fitted effect of over 50% in size
#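 Rat TrxR1, dispensed at 90 nM, was prereduced with 400 uM NADPH (final) for 5 min at ~22 deg C, then incubated with compound 15 min before 400 uM selenite. A first-read NADPH fluorescence drop versus no-compound background flagged substrates.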
# PI4K2A block = inhibitors of human PI4K2A; purified PI4K2A, ADP-Glo luminescence, 1 h; hits give low values; Q9BTU6; 420,000 compounds, 0.13% hits; activity change, negative = inhibition, % at 76.9 µM; in the data active = activity change below about -50%; inconclusive = mostly about -30% to -49%;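 note: -100% = wells without enzyme as full effect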
#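 In this quantitative HTS, ADP production by PI4K2A was quantified luminescently after 1 h at ambient temperature; 100 microM adenosine served as plate-quality control.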
# TrxR1 inh = rat TrxR1 inhibition; recombinant rTrxR1, NADPH fluorescence consumption, selenite substrate; O89049; 390,000 compounds, 1% hits; Potency, µM (top dose mostly 114 µM), without a hit: top-dose activity change, negative = inhibition, most hits filed as inhibitors; note: potency is the fitted concentration of half-maximal effect; % is set by controls: 0 for no effect and ±100 for the full control effect; nearly all actives have a fitted effect of over 65% in size
#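 Rat TrxR1 (90 nM in the dispensed reagent) was pre-reduced with 400 uM NADPH for 5 min at room temperature, then incubated with compound for 15 min. After 400 uM selenite was added, NADPH fluorescence (Ex 340/Em 450 nm) was followed for 8 min.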
# mIDH1 inhibitor = human IDH1 R132H inhibition; O75874; IDH1-R132H enzyme, NADPH consumption, diaphorase/resazurin fluorescence; Potency, µM (top dose mostly 76.6 µM), for the others: at the highest dose activity change, negative = inhibition, usual class: inhibitors; 390,000 compounds, 0.093% hits; AID 602179; note: potency is the fitted concentration of half-maximal effect; % is set by controls: 0 for no effect and ±100 for the full control effect; nearly all actives have a fitted effect of over 65% in size
#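 IDH1-R132H (0.5 ug/mL) preincubated 30 min with compound, then NADPH (0.016 mM) and alpha-KG (2 mM) added; 80 min at RT, pH 7.5. Remaining NADPH coupled via diaphorase/resazurin to fluorescence (540/590 nm); concentration-response curves normalized to no-enzyme control.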
# D2 agonist = D2 dopamine receptor (human) agonism | 340,000 compounds, 0.53% hits | P14416 | activation, % at 2 µM | HEK293 T-REx D2 cells, calcium flux agonist mode;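 active = activation over 3 SD above normal in the single-dose calcium agonist read, cut at about 30% in these data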; note: 0% is about no effect
#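 Tetracycline-induced HEK293 T-REx cells with force-coupled D2 receptor, plated overnight at 30 C, loaded with no-wash calcium dye. After a 10 s baseline, compound was pin-added and calcium flux read kinetically for 180 s; calcium rises flagged agonists.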
# An asterisk follows results filed as active; ? = inconclusive; . = no result given; [ ] = remark or other dose. Unless noted, calls come from the whole dose curve; as a rule, active = well fitted inhibition curve with a large enough effect; inconclusive = small, poorly fitted or top-dose-only effect; inactive = no such curve, though single readings can be large or run the other way.
compound	TRHR ag	D2 antagonist	USP1 inh	TRHR enhancer	TrxR1 substrate	PI4K2A block	TrxR1 inh	mIDH1 inhibitor	D2 agonist
Cc1nnc(SCC(=O)Nc2sc3c(c2C(N)=O)CCC(C)C3)[nH]c1=O (stereo unspecified)	0.2	9.5	-18.2%	2.3	-3.8%	-2.8	10.2%	-1.5%	0.2
Cc1ccc(SCC(=O)NNC(=O)CCS(=O)(=O)c2ccc(C)cc2)cc1	.	.	7.7%	.	2.7%	-0.4	4.6%	-0.3%	.
Cc1noc(/C=C/N(C)C)c1S(=O)(=O)N1CCCC(C(=O)NCCC2=CCCCC2)C1 (stereo unspecified)	1.2	1.4	-16.2%	-14.6	-7.9%[57.1 µM]	-11.8	1.4%[57.1 µM]	-8.1%	0.7
COC(CNC(=O)Cc1c(C)nc2c(-c3ccccc3)c(C)nn2c1C)OC	-1.1	1.5	-14.9%	3.8	3.5%	1.6	29.3%	2.3%	-0.6
CCOC(=O)C1=C(CSc2nccn2C)NC(=O)NC1c1ccc2c(c1)OCO2 (stereo unspecified)	-0.1	-1.3	-19.2%	12.1	-7.5%	-4.9	-10.2%	3.3%	-0.4
CCc1nn(C(C)C(=O)NC2CCCCCC2)c(=O)c2cc3occc3n12 (stereo unspecified)	-0.7	1.1	-21.6%	3.6	8.2%	3.0	6.8%	-4.4%	0.6
CCCN1CCc2[nH]c(=S)[nH]c(=O)c2C1	-1.2	-0.2	-12.7%	3.0	-2.8%	-0.1	-22.1%	5.4%	-1.6
CCOC(=O)c1ccc(NC(=O)CCc2nc(-c3ccccc3)no2)cc1	0.6	-2.0	-7.1%	3.9	-2.3%[57.1 µM]	4.8	22.6%[57.1 µM]	4.4%	3.5

# Reformatted with two lines to a compound: part of the list above
# Fields: TRHR ag | D2 antagonist | USP1 inh | TRHR enhancer | TrxR1 substrate | PI4K2A block | TrxR1 inh | mIDH1 inhibitor | D2 agonist
- Cc1noc(/C=C/N(C)C)c1S(=O)(=O)N1CCCC(C(=O)NCCC2=CCCCC2)C1 (stereo unspecified)
  1.2 | 1.4 | -16.2% | -14.6 | -7.9%[57.1 µM] | -11.8 | 1.4%[57.1 µM] | -8.1% | 0.7
- COC(CNC(=O)Cc1c(C)nc2c(-c3ccccc3)c(C)nn2c1C)OC
  -1.1 | 1.5 | -14.9% | 3.8 | 3.5% | 1.6 | 29.3% | 2.3% | -0.6
- CCOC(=O)C1=C(CSc2nccn2C)NC(=O)NC1c1ccc2c(c1)OCO2 (stereo unspecified)
  -0.1 | -1.3 | -19.2% | 12.1 | -7.5% | -4.9 | -10.2% | 3.3% | -0.4

# Remaining list, next part
compound	TRHR ag	D2 antagonist	USP1 inh	TRHR enhancer	TrxR1 substrate	PI4K2A block	TrxR1 inh	mIDH1 inhibitor	D2 agonist
Cc1cc(=O)n2[nH]c(=O)c(N=Nc3ccccc3)c2[nH]1	0.0	-2.9	-17.8%	-3.9	?	4.3	?	15.9%	0.0
Oc1ccc(/C=N/N=C/c2ccc(O)c(O)c2)cc1O	-0.3	11.7	-17.0%	15.7	-7.3%	-0.1	-10.4%	3.9%	-0.4
CC(=O)c1ccc(NC(=O)CN2C(=O)c3cccnc3Sc3ccccc32)cc1	-0.4	.	-18.6%	-6.3	8.8%[57.1 µM]	-1.3	6.8%[57.1 µM]	19.3%	-1.0
CCCCOc1ccc(CNC(=S)N/N=C/c2ccc(OC)c(OC)c2)cc1	-1.4	-13.3	-12.9%	3.5	-7.6%	6.6	16.6%[57.1 µM]	-6.5%	1.0
CC(C)n1c(CCCO)nc2ccccc21	0.1	-9.9	-20.5%	1.3	662.3%[activator]	-3.6	-25.2%	5.6%	0.6
Cc1ccc(-n2cc(-c3ccccc3)c3c(=O)[nH]cnc32)cc1	-0.3	-28.4	-12.4%	-5.4	-3.3%	-5.2	-4.6%	10.2%	-2.8
COC(=O)c1sccc1NC(=O)/C=C/c1c(Cl)cccc1Cl	1.4	8.1	-6.4%	-2.1	6.7%[57.1 µM]	-1.9	7.3%	1.9%	1.7
COc1ccc(Cl)cc1NC(=O)c1c(NCc2cccs2)sc2c1CCCC2	-0.1	.	-11.7%	-6.5	0.0%[57.1 µM]	-12.9	5.9%[57.1 µM]	-10.5%	.
O=c1[nH]c2ccccc2c2nc3ccccn3c12	0.1	7.9	-19.0%	2.8	10.4%	-11.9	9.8%	6.9%	0.5
CCc1ccccc1NC(=O)Cn1nc(C(F)(F)F)c2c1CCCC2	-0.8	.	-25.9%	3.9	2.5%	-7.7	26.5%	-0.8%	-0.6
Cc1ccc(-n2c(SCC(=O)NCCN3C(=O)CSC3=O)nnc2-c2cccc(C)c2)cc1	-0.1	-10.0	4.0%	3.3	4.2%[57.1 µM]	-8.5	3.2%[57.1 µM]	0.9%	-0.2
CCc1ccc(N(CC(=O)Nc2ccccc2C(=O)N2CCCC2)S(C)(=O)=O)cc1	-0.5	-10.2	0.6%	-1.8	-8.4%	1.2	-8.1%	-3.4%	0.0
CCN(C(=O)COC(=O)c1ccc(OCc2c(C)noc2C)cc1)c1ccccc1	0.3	-1.9	-10.6%	0.5	9.9%[57.1 µM]	-19.1	23.9%[57.1 µM]	-2.1%	0.7
O=C(NCCCn1ccnc1)c1ccccc1Cl	0.0	-0.2	0.6%	3.3	5.1%[57.1 µM]	-18.1	5.2%[57.1 µM]	-3.6%	-0.4
CC/C(=N/O)c1cnnc(SC)n1	-0.1	6.4	-2.7%	-2.1	-11.3%	-1.0	-12.4%	2.6%	0.0
Nc1c(-c2nc(-c3cccs3)no2)nnn1-c1cccc(F)c1	1.3	.	-8.8%	12.4	5.0%	2.5	15.0%	4.8%	1.0
CCOc1ccc(S(=O)(=O)Nc2ccc(S(=O)(=O)N3CCCCC3)cc2)cc1	-0.9	-4.6	-15.9%	-0.2	3.2%	-1.0	14.7%	-4.6%	-0.9
COc1ccc(S(=O)(=O)NC(C)C(=O)NCc2ccccn2)cc1OC (stereo unspecified)	0.4	-9.0	-22.5%	6.9	4.5%[57.1 µM]	0.1	3.1%[57.1 µM]	-8.7%	0.7
CCn1c(=O)n(CC)c2cc(N)ccc21	-0.1	-11.7	-23.9%	-1.6	8.0%	-7.1	17.8%	17.4%	-0.2
CCOC(=O)N1CCc2c(sc(NCc3cccs3)c2C(=O)Nc2ccc(OC)cc2OC)C1	-0.6	.	-29.9%	8.5	-6.0%[57.1 µM]	?	-6.4%[57.1 µM]	10.0%	0.0
COc1ccc(CCN(C)C(=O)CNC(=O)c2ccc3c(c2)OCO3)cc1OC	-1.3	-1.3	5.8%	27.1	-2.2%	-6.3	4.7%	-9.1%	0.6
Cc1cc(C)cc(N=Cc2c(O)c3ccccc3oc2=O)c1	0.0	.	-7.5%	-4.8	11.5%[57.1 µM]	0.7	24.2%[57.1 µM]	0.1%	.
O=C(NN=C1CCCC1)c1cc(O)cc(O)c1	-0.4	5.4	-11.9%	1.3	7.3%	2.8	21.5%	-10.0%	0.0
CCOC(=O)C(CC)/C(C)=N\NC(=O)CCC(=O)Nc1ccc(Cl)cc1Cl (stereo unspecified)	-1.1	-0.7	-16.7%	-4.0	3.2%	0.5	8.6%	-1.5%	1.3
O=C(NCc1cccnc1)c1cccc2c1C(=O)N(Cc1cccnc1)C2	0.7	-15.1	-9.5%	-2.1	7.5%	14.4	14.4%	2.8%	-0.1
Cn1c(=O)c2c(nc(NCc3ccc4c(c3)OCO4)n2Cc2ccccc2F)n(C)c1=O	-1.1	-3.3	-13.9%	5.4	-2.0%[57.1 µM]	6.6	17.4%[57.1 µM]	12.8%	-1.5
Cc1cccc(N2CCN(C(=O)CCc3nnc4n(CC(C)C)c(=O)c5ccccc5n34)CC2)c1C	0.8	.	?	-11.6	-8.6%	-1.5	-15.8%	-13.8%	1.4
CCOC(=O)C1=C(CN2CCC(C)CC2)NC(=O)NC1c1ccc(OC(C)C)cc1 (stereo unspecified)	0.5	.	-18.1%	-1.3	-13.5%	-0.9	-4.5%	3.5%	0.0
O=C(Cn1cc(C(F)(F)F)ccc1=O)N1CCCc2ccccc21	.	.	-6.6%	.	3.8%[57.1 µM]	-1.8	-1.9%[57.1 µM]	0.0%	.
CCCC1(C(=O)OCC)NC(c2ccc(O)cc2)C2C(=O)N(c3cccc(C(C)=O)c3)C(=O)C21 (stereo unspecified)	0.7	.	-17.8%	-2.8	7.6%	-9.5	24.2%	-1.3%	.
CC1CCCCC1NC(=O)c1ccc(NC2=NC3CS(=O)(=O)CC3S2)cc1 (stereo unspecified)	0.8	2.8	-12.5%	1.7	0.7%	7.4	17.1%	-1.1%	1.3
COc1cccc(CNC(=O)c2nnc(Cc3ccc(Cl)cc3)o2)c1	-1.3	.	?	3.8	3.0%	-0.6	5.1%	-5.4%	.
CCC1CCCCN1CC(=O)Nc1cc(OC)c(OC)cc1C#N (stereo unspecified)	0.4	6.0	-15.4%	-0.2	5.7%	-0.7	29.2%	6.4%	0.2
Cc1cccc(NC(=O)CNC(=O)CN2C(=O)NC3(CCCc4ccccc43)C2=O)c1C (stereo unspecified)	0.2	11.9	-15.8%	16.4	-0.5%	2.8	-3.5%	0.4%	0.6
CC(C)Cc1ccc(C(C)C(N)=Nc2ccc(O)cc2)cc1 (stereo unspecified)	.	.	-12.4%	.	4.7%	-0.8	26.4%	-4.7%	.
C/C(=N\NC(=O)C(C)Sc1ccccc1)c1ccc([N+](=O)[O-])cc1 (stereo unspecified)	-0.6	-14.8	4.9%	-4.0	-15.6%	-3.5	-14.4%	3.7%	0.8
CCOC(=O)c1cc2c(=O)n3ccccc3nc2n(CC(C)C)c1=NC(=O)C(C)(C)Oc1ccc(Cl)cc1	0.1	.	-5.3%	-6.7	-5.2%	-0.7	-34.6%	?	.
CCOc1ccc(-n2c(C)cc(/C=N\NC(=O)CC(=O)NC3CCCCC3)c2C)cc1	-0.8	-15.6	-7.7%	10.1	-9.8%	-4.9	-12.7%	-0.6%	-1.5
COc1cc(OC)cc(-c2c(C#Cc3ccsc3)c3cc(-c4cccc5[nH]cc(C=O)c45)ccc3n2C)c1	.	.	-4.8%	.	9.5%[57.1 µM]	-15.2	-10.9%[57.1 µM]	-2.4%	.
